# ATXN2 expr inh = reduces ATXN2 reporter expression in HEK-293 cells; HEK-293 ATXN2-luciferase reporter, luminescence, 24 h; Potency, µM (titrated, usually from 57 µM), inactives show at the top dose activity change, negative = inhibition, hits mostly inhibitors; 360,000 tested, 0.72% active; AID 1745845; further: potency means the concentration at half of the fitted maximal effect; on the % scale 0 is the no-effect control and ±100 the full control effect; nearly all actives have a fitted effect of over 55% in size
#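 qHTS (up to 57 uM final) was run with 24 h compound exposure of reporter cells at 37 °C. Each well was multiplexed: SteadyGlo luminescence measured ATXN2-luciferase expression after a fluorogenic Gly-Phe-AFC viability readout (25 uM final).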
# SW480 rerep = inducers of DNA re-replication in SW480 colon cancer cells; SW480 DNA re-replication, Hoechst DNA content imaging, 48 h; 340,000 tested, 1.8% active; Potency, µM (doses to about 46.1 µM), for the others: top-dose re-replication activation, hits mostly activators; AID 624297; further: potency means the concentration at half of the fitted maximal effect; % of control where 0% means no effect; nearly all actives have a fitted effect of over 55% in size
#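 Hoechst fluorescence of nuclei (405 nm excitation, 500-530 nm emission) measured by plate-scanning imager after 48 hr compound exposure at 37 C; re-replication scored as increased number of nuclei with elevated intensity.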
# IL-1B inflam inh = inhibitors of inflammasome signaling (IL-1 beta secretion); activity change, % at 57.5 µM; 360,000 tested, 4.7% active; THP-1 LPS/ATP IL-1B secretion, AlphaLISA, 16 h; stronger effect = lower value; in the data active means activity change below about -50%; inconclusive means mostly about -30% to -49%; further: on the % scale 0 is the no-effect control and ±100 the full control effect
#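 Secreted IL-1B measured by AlphaLISA bead assay after 16 h compound exposure of THP-1 cells; compounds (final up to 57.5 uM) added 1 h before LPS (250 ng/mL) and ATP (1.25 mM) stimulation; lower signal means less secretion.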
# KB-V1 MDR tox = KB-V1 MDR subline cytotoxicity; Potency, µM (top dose mostly 46.1 µM), inactives show top-dose activity change, negative = cytotoxicity, actives largely listed as cytotoxic; AID 1347076; KB-V1 MDR cells viability, CellTiter-Glo, 72 h; 400,000 tested, 3.4% active; further: potency means the concentration at half of the fitted maximal effect; on the % scale 0 is the no-effect control and ±100 the full control effect; nearly all actives have a fitted effect of over 60% in size
#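 KB-V1 cells (P-gp-expressing MDR subline of KB-3-1) in phenol-red-free DMEM with 10% FBS were exposed to library compounds over a concentration series for 72 h at 37 degrees C. Viability read by CellTiter-Glo luminescence; concentration-effect curves fitted after normalization.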
# HT1080-NT tox = kills 2HG-producing HT-1080-NT fibrosarcoma cells; HT-1080-NT fibrosarcoma viability, CellTiter-Glo ATP luminescence, 48 h; Potency, µM (titrated, usually from 46.1 µM), for inactives: top-dose activity, negative = less viability, hits mostly cytotoxic; 360,000 tested, 1.6% active;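 further: NT is the 2HG producing partner of a matched IDH1 knockdown line; potency means the concentration at half of the fitted maximal effect; 0% = DMSO-treated cells and -100% = media-only wells without cells; nearly all actives have a fitted effect of over 55% in size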
#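 HT-1080-NT; 750 cells/well; 5% FBS RPMI; 48 h compound, 37 degrees C; CellTiter-Glo luminescence; curve fitting and curve-class assignment.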
# HT1080 IDH1KD tx = kills HT-1080 cells with IDH1 knockdown; HT-1080 IDH1 knockdown viability, ATP luminescence, 48 h; Potency, µM (top dose mostly 46.1 µM), inactives show at the highest dose activity, negative = toxicity, hits mostly cytotoxic; 360,000 tested, 2% active; AID 686971;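 further: potency means the concentration at half of the fitted maximal effect; 0% = DMSO wells and -100% = cell-free medium wells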
#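 Luminescent ATP read-out (CellTiter-Glo, 10 min at room temperature) after 48 h compound exposure at 37 °C gave viability of IDH1-knockdown HT-1080 cells. Activity was normalised to DMSO and cell-free wells, then fitted as concentration-response curves.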
# MCF10A rerep = DNA re-replication induction in MCF 10a cells | Potency, µM (top dose mostly 46.1 µM), for inactives: at the top dose activity, positive = re-replication, hits mostly activators | MCF 10A DNA re-replication, Hoechst nuclear intensity, 48 h | 350,000 tested, 2.9% active; further: potency means the concentration at half of the fitted maximal effect; % of control where 0% means no effect; nearly all actives have a fitted effect of over 50% in size
# WRN inhibitor = blocks human WRN helicase; 360,000 tested, 0.46% active; WRN helicase unwinding, fluorescent forked duplex, kinetic; Potency, µM (doses to about 114 µM), inactives show top-dose activity change, negative = inhibition, hits mostly inhibitors; Q14191; further: potency means the concentration at half of the fitted maximal effect; on the % scale 0 is the no-effect control and ±100 the full control effect; nearly all actives have a fitted effect of over 55% in size
# Target sequence (Q14191 whole entry, looked up): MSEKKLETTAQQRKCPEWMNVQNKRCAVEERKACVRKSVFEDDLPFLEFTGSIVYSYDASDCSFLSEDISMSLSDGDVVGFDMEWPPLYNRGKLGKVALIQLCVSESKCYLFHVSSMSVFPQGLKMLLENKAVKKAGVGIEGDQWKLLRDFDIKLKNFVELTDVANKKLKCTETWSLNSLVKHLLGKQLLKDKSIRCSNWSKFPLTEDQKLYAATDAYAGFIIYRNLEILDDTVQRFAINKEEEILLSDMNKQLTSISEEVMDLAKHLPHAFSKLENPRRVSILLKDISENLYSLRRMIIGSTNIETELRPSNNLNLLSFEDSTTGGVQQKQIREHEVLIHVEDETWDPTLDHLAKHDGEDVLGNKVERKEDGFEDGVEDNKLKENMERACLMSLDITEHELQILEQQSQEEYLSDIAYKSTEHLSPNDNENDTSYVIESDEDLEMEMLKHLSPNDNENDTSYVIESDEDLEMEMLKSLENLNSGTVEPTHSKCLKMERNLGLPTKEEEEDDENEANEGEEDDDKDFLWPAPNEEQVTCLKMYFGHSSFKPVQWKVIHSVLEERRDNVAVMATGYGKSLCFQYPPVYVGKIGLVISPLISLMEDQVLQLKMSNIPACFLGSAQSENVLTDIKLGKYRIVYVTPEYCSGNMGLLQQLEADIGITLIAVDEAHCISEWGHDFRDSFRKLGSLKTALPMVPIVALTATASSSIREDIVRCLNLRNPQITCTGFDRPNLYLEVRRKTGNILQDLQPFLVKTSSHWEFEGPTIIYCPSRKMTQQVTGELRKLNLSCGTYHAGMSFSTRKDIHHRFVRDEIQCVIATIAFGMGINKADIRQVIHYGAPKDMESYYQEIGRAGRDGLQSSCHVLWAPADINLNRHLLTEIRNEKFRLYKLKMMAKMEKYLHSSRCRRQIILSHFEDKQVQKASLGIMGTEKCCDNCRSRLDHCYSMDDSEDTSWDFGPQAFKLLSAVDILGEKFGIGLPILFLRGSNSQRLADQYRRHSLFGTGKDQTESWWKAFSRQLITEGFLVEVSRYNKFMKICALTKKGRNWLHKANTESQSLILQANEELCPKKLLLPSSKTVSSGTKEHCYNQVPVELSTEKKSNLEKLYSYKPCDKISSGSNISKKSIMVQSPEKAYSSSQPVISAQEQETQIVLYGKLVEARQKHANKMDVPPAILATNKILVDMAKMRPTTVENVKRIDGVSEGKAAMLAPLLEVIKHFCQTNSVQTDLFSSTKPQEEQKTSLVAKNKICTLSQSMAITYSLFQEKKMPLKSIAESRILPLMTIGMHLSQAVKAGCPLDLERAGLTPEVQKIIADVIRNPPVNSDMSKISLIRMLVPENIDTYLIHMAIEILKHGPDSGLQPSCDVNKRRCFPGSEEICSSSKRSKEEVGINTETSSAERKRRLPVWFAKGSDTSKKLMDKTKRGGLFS
#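 Primary qHTS, 1536-well format. 20 nM WRN + compound, 15 min RT; start with 100 nM forked fluorophore/quencher duplex, 2 mM ATP (final); kinetic read ex 525/em 598 nm.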
# KB-3-1 tox = kills parental KB-3-1 adenocarcinoma cells. KB-3-1 viability, CellTiter-Glo ATP luminescence, 72 h. 400,000 tested, 1.4% active. Potency, µM (series often up to 46.1 µM), inactives show at the top dose activity change, negative = cytotoxic, actives largely listed as cytotoxic; further: potency means the concentration at half of the fitted maximal effect; on the % scale 0 is the no-effect control and ±100 the full control effect; nearly all actives have a fitted effect of over 60% in size
#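 Here the drug-naive KB-3-1 line serves as comparator for MDR sub-line selectivity; cells received compound titrations, 72 h at 37 °C, then CellTiter-Glo readout.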
# Starred values were filed as active, the others as inactive; i = inactive; ? = inconclusive; / = not tested or not shown; & = joins results of further samples; [ ] = dose if it differs, or a comment. Unless noted, the call rests on the fitted dose curve; in most records, active means well fitted curve in the direction sought with a large enough effect; inconclusive means small, poorly fitted or top-dose-only effect, or another doubt; inactive means no such curve, though single readings can be large; an effect the other way counts as inactive or inconclusive.
compound | ATXN2 expr inh | SW480 rerep | IL-1B inflam inh | KB-V1 MDR tox | HT1080-NT tox | HT1080 IDH1KD tx | MCF10A rerep | WRN inhibitor | KB-3-1 tox
CCCCC(=O)Nc1ccccc1CC | 5.0% | ? | -0.6 | 8.9% | 20.6% | 14.8% | -2.1% | 1.9% | 3.5%
CCc1ccc(OCC(=O)Nc2ccncc2)cc1 | / | -10.7% | 17.0 | -0.3% | -0.5% | -3.0% | 8.2% | 3.6% | 4.0%
O=C1NN=C2CCCCCCCCCCC12 (stereo unspecified) | / | / | 25.6 | 7.1% | 3.8% | -1.1% | / | -2.4% | 2.6%
CCOC(=O)[C@@H]1[C@H]2COc3cc(OC)ccc3[C@@H]2N2C(=O)N(c3ccc(F)cc3)C(=O)[C@@]12C | 0.2% | -10.4% | -5.4 | 2.0% | ? | 4.5% | 12.8% | -1.2% | -3.8%
CNC(=O)NC1CCCc2ccccc21 (stereo unspecified) | 0.1% | 0.7% | -7.7 | 22.0% | 2.0% | 1.3% | 0.3% | 2.6% | 16.0%
CCN(CC)CCn1c2c(c(SCC(=O)Nc3cc(C)on3)nc1=O)CCCC2 | 8.5% | -3.3% | -8.0 | -9.9% | 5.8% | 16.6% | 0.7% | 5.1% | -4.1%
N=c1nc(SCCC(=O)O)ss1 | -27.7% | -1.8% | 20.3 | -11.4% | -2.7% | -2.3% | -2.1% | -27.2% | 3.1%
CC(O)CNc1nc(Cl)c(C#N)s1 (stereo unspecified) | 11.8% | ? | -1.1 | -1.5% | -0.2% | 1.6% | 21.8% | -4.3% | -8.1%
COc1ccc(-n2nc3c(c2NC(=O)C(C)Oc2ccccc2)CS(=O)(=O)C3)cc1 (stereo unspecified) | 5.6% | -20.4% | 9.3 | -13.8% | -2.6% | 4.2% | 4.9% | 3.1%[57.1 µM] | 17.3%
COCCCC1CCN(C(=O)CCc2nnc(CCCCc3ccccc3)o2)CC1 | / | -4.9% | 6.3 | 0.0% | 8.3% | 0.4% | 4.0% | 2.1% | 1.2%
O=c1ccnc(NCCc2ccccc2)[nH]1 | 2.9% | -7.3% | 15.4 | 4.8% | 0.9% | -0.2% | -4.1% | 0.7% | -1.4%
CC(C)CC1Nc2ncnc(N3CCN(c4ccccn4)CC3)c2N(Cc2ccc(Br)cc2)C1=O (stereo unspecified) | -11.8%&-15.0% | -5.7% | ? | ? | 0.8%&-24.9% | ? | ? | 7.7%&-9.1% | ?
Cc1ccc[n+](CC(=O)c2ccc(Br)cc2)c1C | -9.7% | 0.5% | 0.0 | 8.1% | 8.6% | 0.7% | 2.3% | -1.2% | -11.3%
CC(C)OP(=O)(c1ccc(N(C)C)cc1)C(O)c1ccc(N(C)C)cc1 (stereo unspecified) | / | -5.8% | -2.2 | -10.0% | -0.8% | -1.8% | 5.3% | -12.3% | -3.6%
COc1ccc(-c2cc3nc(C)c(CCC(=O)NCc4ccco4)c(C)n3n2)c(OC)c1 | 5.2% | -2.5% | -22.8 | 4.61µM* | -1.0% | -4.0% | 9.9% | 3.2% | 12.5%
COc1ccc([C@@H]2[C@@H]3C(=O)N(C(C)(C)C)C(=O)[C@@H]3[C@]3(C)C(=O)N(c4ccc(C)cc4)C(=O)N23)cc1 | 6.9% | 1.8% | 16.6 | ? | 4.3% | 0.0% | ? | -3.4% | 11.8%
O=C(Nc1ccon1)c1nc[nH]c1C(=O)N1CCc2ccccc2C1 | -1.4% | -6.3% | -12.0 | -0.7% | 14.0% | 11.8% | 0.6% | 2.9% | 7.7%
Cc1ccc(NC(=O)CS(=O)c2ccccc2N)c(C)c1 (stereo unspecified) | 58.6%[activator] | 0.6% | 12.3 | 3.0% | 2.4% | 0.1% | 0.0% | -21.1% | 10.6%
CCN=C1SC(CC(=O)Nc2ccccc2)C(=O)N1CC (stereo unspecified) | 7.9%&-2.8% | -2.1%&1.3% | -2.7&33.4 | 0.0%&-1.3% | 0.3%&17.9% | -1.2%&5.5% | 0.0%&14.2% | -9.9%&8.4% | 19.4%&4.7%
CCOC(=O)C1=C(COC(=O)/C=C/c2ccc(Cl)cc2)NC(=O)NC1C (stereo unspecified) | 6.3% | -26.8% | i | -10.4% | -1.0% | -5.2% | -9.5% | -4.4% | 2.7%
CCO[C@H]1OC(C(=O)NCc2ccccc2)=C[C@@H](C2CCCCC2)[C@@H]1CCCO | 8.6% | ? | -4.8 | 3.5% | -1.7% | -11.9% | 17.3% | -0.4% | 0.0%
N/C(=N\OC(=O)c1ccccc1[N+](=O)[O-])c1ccccn1 | ? | ? | -12.3 | 3.4% | -16.1% | -9.6% | 11.7% | -3.9% | -20.7%
Cc1ccccc1C(=O)NC1CCN(C(=O)NCc2ccccc2)CC1 | -1.9% | -5.3% | 8.2 | -3.3% | 6.4% | 14.4% | -4.7% | 2.8% | 8.8%
Cc1ccc(C(=O)Nc2ccccc2C(=O)N2CCCC2)cc1[N+](=O)[O-] | 4.2% | -76.0%[inhibitor] | -0.1 | 8.5% | 28.9% | ? | 9.2% | -2.3% | -3.3%
Clc1ccc(-c2csc(N3CCc4ccccc4C3)n2)cc1 | 3.5% | -1.6% | -16.8 | 4.7% | 19.9% | 8.2% | 4.9% | 3.6% | 24.7%
CCCOc1ccc(N2CC(C(=O)Nc3ccccc3F)CC2=O)cc1 (stereo unspecified) | 3.0% | -3.1% | 3.8 | -9.2% | 0.7% | 3.1% | -0.3% | -5.6% | 4.0%
Cc1sc(NC(=O)CCCCC(=O)Nc2sc(C)c(C)c2C(=O)O)c(C(=O)O)c1C | -5.9% | -2.4% | 14.7 | 15.4% | 11.4% | 19.5% | 1.8% | 2.4% | -10.7%
Cc1nc2c3c4c(sc3n3c(SCC(=O)NCc5ccco5)nnc3n2n1)COC(C)(C)C4 | 1.3% | -7.0% | -4.9 | -7.6% | 10.5% | -7.5%[9.24 µM] | -0.3% | 0.4% | 3.2%
Cc1ccc(C(=O)N2CCN(c3ccc(C(F)(F)F)cn3)CC2)cc1 | -17.4% | -6.2% | 0.0 | 5.9% | 1.3% | -2.7% | 1.4% | -3.3% | 5.8%
COc1ccc(COC(=O)C2=C(C)NC(=O)NC2c2ccc(OC)c(OC)c2)cc1 (stereo unspecified) | / | 1.2% | -3.2 | -0.2% | 4.3% | -2.0% | 5.4% | 13.1% | -0.7%

# Continuation:
compound | ATXN2 expr inh | SW480 rerep | IL-1B inflam inh | KB-V1 MDR tox | HT1080-NT tox | HT1080 IDH1KD tx | MCF10A rerep | WRN inhibitor | KB-3-1 tox
COC(=O)c1ccc2c(=O)n(CCCN3CCOCC3)c(=S)[nH]c2c1 | -10.7% | 0.0% | 25.6 | ? | -0.9% | ? | ? | -5.9% | 14.5%
Cc1nc(C(F)(F)F)ccc1C(=O)NCC(O)c1ccccc1 (stereo unspecified) | / | -0.5% | 4.5 | 2.3% | 10.7% | 1.1% | -0.5% | 7.7% | -1.4%
Cc1ccc(N2C(=O)c3n[nH]c(C)c3C2c2cccnc2)cc1 (stereo unspecified) | 18.8% | -1.5% | 29.0 | -6.1% | -13.8% | -6.7% | -4.4% | 5.7% | 1.4%
Cc1ccc(CNC(=O)C(=O)NCCC2CCCCN2S(=O)(=O)c2ccccc2)cc1 (stereo unspecified) | -14.7% | 13.2% | -4.7 | ? | -15.7% | -24.9% | 17.9% | -16.8% | -15.0%
Cc1cccc(NC(=O)c2ccc(S(=O)(=O)N(C)c3ccccc3)cc2)n1 | ? | 2.7% | -15.5 | ? | -7.1% | -21.5% | ? | -5.1% | -1.5%
O=C(CCl)NNC(=O)c1c(O)c2ccccc2[nH]c1=O | -17.3% | ? | -101.9* | ? | 11.6µM* | 14.6µM* | 19.9% | -1.8% | 14.6µM*
CC(=O)Nc1c(C(=O)O)ccc(C)c1OCc1ccccc1 | -3.7% | -9.2% | 4.4 | 12.0% | 1.1% | 0.5% | -0.1% | -1.5% | 9.1%
CCN(C(=O)COC(=O)c1cc(-c2cccc3ccccc23)nc2ccccc12)C1CCS(=O)(=O)C1 (stereo unspecified) | -1.5% | 10.7% | -12.9 | 18.4µM* | -1.4% | -10.1% | 4.4% | -2.9% | -6.9%
Cc1nsc(Nc2ccc([N+](=O)[O-])cc2)c1C#N | -13.1% | -0.1% | 12.7 | 14.8% | -21.5% | -25.4% | 0.0% | -0.1% | 4.4%
CC(C)n1nnnc1SCC(=O)N1CCN(Cc2ccc3c(c2)OCCO3)CC1 | / | 2.0% | 13.3 | -17.6% | 1.6% | -4.6% | -3.8% | -4.8% | -4.3%
O=C(NCc1ccc(F)cc1F)[C@@H]1CCCN1C(=O)[C@@H]1CCCN1C(=O)c1cccc2ccccc12 | -15.3% | / | 9.6 | 0.0% | -8.9% | 0.6% | / | 3.7% | -0.5%
Cc1ccc(NC(=S)N(CCN2CCOCC2)Cc2cc3cc4c(cc3[nH]c2=O)OCCO4)cc1 | -22.7% | 24.1% | -23.9 | 0.0% | -0.7% | -12.0% | -5.4% | -4.7% | 1.0%
O=C(CCC(=O)c1ccc(F)cc1)Nc1cccc(Br)c1 | -27.5% | -8.9% | 1.3 | -0.2% | -1.7% | -6.2% | -4.9% | -1.1% | 13.7%
COc1cc2sc3ccc(C#Cc4ccccn4)cc3c(=O)c2cc1OC | -2.7% | ? | -7.0 | ? | ? | -0.6% | ? | -1.8% | 0.0%
Cc1cc(C)nc(NC(=O)CSc2nccc(C)n2)n1 | / | -11.4% | 6.1 | 28.6% | 4.6% | 29.8% | 2.0% | 5.3% | 3.4%

# Only MCF10A rerep, for 2 of the compounds above:
SMILES,MCF10A rerep
Cc1nsc(Nc2ccc([N+](=O)[O-])cc2)c1C#N,0.0%
CC(C)n1nnnc1SCC(=O)N1CCN(Cc2ccc3c(c2)OCCO3)CC1,-3.8%

# High-throughput results deposited in PubChem by National Center for Advancing Translational Sciences (NCATS).
